MsrA inhibitor: inhibitors of bovine MsrA. purified bovine MsrA, absorbance read-out. inhibition, % at 15.5 µM. actives 0.75% (n = 360,000); in the data active = inhibition above about 4.5%;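 also: 0% = vehicle wells with enzyme and 100% = reference inhibitor wells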
FAS TE block: blocks the thioesterase domain of human fatty acid synthase; P49327; inhibition, % at 15 µM; actives 0.67% (n = 360,000); AID 602261; recombinant FAS-TE, OMFH fluorogenic substrate, fluorescence endpoint;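 active = compounds whose normalised, plate-corrected inhibition of enzyme fluorescence in the single-dose primary screen is 50% or more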;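 also: 0% = DMSO with enzyme and 100% = substrate without enzyme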
eLon inh: inhibits E. coli Lon protease | inhibition, % at 7.94 µM | purified E. coli Lon protease, fluorescence polarization | actives 0.42% (n = 360,000); in the data active = inhibition above about 13%, passing the limit was not always enough;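 also: 0% = enzyme with probe and DMSO and 100% = no enzyme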
MLLE-PAM2 inh: blocks PAM2 peptide binding to the PABP1 MLLE domain; GST-MLLE / FITC-PAM2 fluorescence polarization; inhibition, % at 20 µM; AID 588489; actives 0.36% (n = 360,000); in the data active = inhibition above about 35%, passing the limit was not always enough;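 also: plate controls were DMSO wells with GST-MLLE for no effect and wells lacking GST-MLLE protein for full effect; some results filed as inactive read as strong as hits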
Target sequence (P11940 whole entry, looked up, the tested form may be a part): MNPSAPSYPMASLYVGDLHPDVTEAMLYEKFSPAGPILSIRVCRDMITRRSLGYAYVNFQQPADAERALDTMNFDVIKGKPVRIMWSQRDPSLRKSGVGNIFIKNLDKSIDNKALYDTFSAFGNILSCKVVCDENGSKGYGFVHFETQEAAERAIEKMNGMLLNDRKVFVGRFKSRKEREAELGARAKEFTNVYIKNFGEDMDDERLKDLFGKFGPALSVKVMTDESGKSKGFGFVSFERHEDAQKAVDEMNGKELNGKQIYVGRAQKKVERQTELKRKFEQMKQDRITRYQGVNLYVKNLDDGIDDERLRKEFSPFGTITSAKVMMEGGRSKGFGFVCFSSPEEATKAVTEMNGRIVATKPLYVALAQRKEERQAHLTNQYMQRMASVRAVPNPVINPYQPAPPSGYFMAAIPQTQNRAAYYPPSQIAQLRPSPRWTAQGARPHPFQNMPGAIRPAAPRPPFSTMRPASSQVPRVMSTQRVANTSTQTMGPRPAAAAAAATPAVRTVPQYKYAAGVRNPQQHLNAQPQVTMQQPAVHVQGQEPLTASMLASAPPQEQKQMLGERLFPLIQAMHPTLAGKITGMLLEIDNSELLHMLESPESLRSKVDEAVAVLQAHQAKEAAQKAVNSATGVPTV
CSN inh: blocks human CSN-mediated cullin deneddylation; actives 0.38% (n = 360,000); Q92905; Purified CSN, SCF-Nedd8-OG deneddylation, fluorescence polarization; inhibition, % at 12.5 µM;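 active = pattern-corrected inhibition above about 35%, with an unprinted fluorescence ratio check between 0.5 and 1.5, limit read from the data, passing the limit was not always enough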;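 also: 0% = enzyme with substrate and 100% = substrate without enzyme; some results filed as inactive read as strong as hits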
Target sequence (Q92905 whole entry, looked up, one chain of several): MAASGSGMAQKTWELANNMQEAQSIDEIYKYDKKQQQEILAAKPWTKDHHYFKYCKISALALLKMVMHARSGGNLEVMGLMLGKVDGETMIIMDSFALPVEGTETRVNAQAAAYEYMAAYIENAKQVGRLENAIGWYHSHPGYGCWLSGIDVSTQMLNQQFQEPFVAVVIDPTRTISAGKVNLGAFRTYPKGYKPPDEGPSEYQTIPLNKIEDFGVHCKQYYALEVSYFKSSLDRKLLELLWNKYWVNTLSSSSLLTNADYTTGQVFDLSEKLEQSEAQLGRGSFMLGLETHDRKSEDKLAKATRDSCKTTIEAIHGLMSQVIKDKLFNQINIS
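Assay system: purified human Csn5 enzyme expressed in HEK293T cells; measure: % inhibition; also added: SCFSkp2-Nedd8OG substrate at 10 nM final; technique: fluorescence polarization; times: reaction 90 min, room temperature; medium: Tris buffer pH 7.5, NaCl, DTT, Tween-20, trehalose, ovalbumin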
Rin1 Abl inh: inhibitors of human Rin1-Abl protein interaction; P00519+Q13671; TR-FRET Rin1/Abl binding, biochemical; inhibition, % at 7.35 µM; actives 0.4% (n = 360,000); AID 588664; in the data active = inhibition above about 5%, passing the limit was not always enough
Rpn11 block: Rpn11 (human) deubiquitinase inhibition. human 26S proteasome, Ub4-pepOG fluorescence polarization; 20S core pre-blocked with epoxomicin. O00487. calls only at 20 µM. actives 0.59% (n = 360,000);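 active = inhibition at 20 µM, scaled to each plate's controls, above about 33%, limit read from the data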
MsrA act: activates bovine MsrA enzyme. actives 0.3% (n = 360,000). activation, % at 10.6 µM. purified bovine MsrA, absorbance read-out. AID 602163; in the data active = activation above about 7.5%;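 also: 0% = vehicle and 100% = reference activator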
MT1-MMP act inh: blocks activation of human MT1-MMP. HT1080 RFP-PRO-GFP cells, GFP/RFP ratio fluorescence, overnight; percent of plate control window, DMSO zero. GFP/RFP ratio change, % at 20 µM. actives 0.061% (n = 360,000). P50281. AID 651647;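 active = GFP/RFP ratio change of at least 30% with cell ATP level not reduced by more than half and red fluorescence within 50% of control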; also: strong numbers were not always called active
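Assay system: HT1080 cells carrying an RFP-PRO-GFP reporter | Dosing: Single dose of 20 µM compound, 1% DMSO final | Incubation: Cells overnight before dosing, compound overnight, 37 °C, 5% CO2 | Evaluation: GFP/RFP fluorescence ratio | Control set: DMSO and RFP-L50D-GFP cell wells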
Numbers without * were called inactive; i = inactive; x = not tested or not shown; + = active, no number; & = joins results of further samples.

SMILES	MsrA inhibitor	FAS TE block	eLon inh	MLLE-PAM2 inh	CSN inh	Rin1 Abl inh	Rpn11 block	MsrA act	MT1-MMP act inh
CC(Oc1ccc2c3c(c(=O)oc2c1)CCCC3)C(=O)NC1CC(C)(C)NC(C)(C)C1 (centres undefined)	1.5	0	-4	6	2	4	i	-3	8
CN1CCN(c2ncnc3c2ncn3[C@H]2CN(Cc3ccc(F)cc3)C[C@@H](CO)O2)CC1	0.4	-16	10	-6	4	2	i	-2	-1
CNC(=O)c1cccc(NC(=O)c2ccccc2OCc2ccccc2)c1	-1.1	-3	-1	9	0	-2	i	3	1
CCc1ccc(-c2nc(CN3CCC(C(=O)NCCN(CC)c4ccccc4)CC3)c(C)o2)cc1	0.8	14	2	-2	-2	-3	i	-1	1
O=[N+]([O-])c1cc(S(=O)(=O)Nc2ccccc2)ccc1NCc1cccnc1	0.8	-4	-3	1	1	-5	i	-2	-2
Cc1ccc(-c2csc(N)n2)cc1	-1.0	-13	-9	-9	-3	1	i	-1	-2
O=C1[C@@H]2[C@H]3CC[C@H](C3)[C@@H]2C(=O)N1O	0.4	-2	-5	-18	-4	3	i	-2	2
COC(=O)C1=C(O)C2(C(=O)O)CC(C(=O)OC)=C(O)C(C(=O)O)(C1)C2	-1.5	-4	1	4	8	0	i	-3	-2
C/C(=C\C(=O)N1CCc2ccccc21)C(=O)O	-0.1	-8	10	-1	6	-1	i	-2	-2
COC(=O)CCc1sc(Nc2ccccc2)nc1-c1ccc(OC)cc1	-0.1	14	-11	-113	10	2	i	-10	-4
CCCCOc1ccc(/C=N/NC(=O)c2nnn(-c3nonc3N)c2C)cc1	-0.3	-7	-2	-2	1	-6	i	-2	-2
CC1(C)CC[C@]2(CO)CC[C@]3(C)C(=CCC4[C@@]5(C)CC[C@H](O)[C@@](C)(CO)C5CC[C@]43C)[C@@H]2C1 (some centres undefined)	0.6	6	18	4	8	1	i	-7	4
CCOc1ccc(N2C(=O)C3CCCN3C2=S)cc1 (centres undefined)	-0.7	-2	-8	-12	1	1	i	-6	-2
NC(=O)[C@H]1CC2(CC(c3cccc(NC(=O)COc4ccc(Cl)cc4)c3)=NO2)CN1C(=O)c1ccc(Cl)cc1 (some centres undefined)	0.8	13	7	-4	3	-2	i	-8	6
COc1ccc(/C=C2\SC(=O)N(CC(=O)NNC(=O)c3ccccc3O)C2=O)cc1	1.8	14	7	-9	-1	-2	i	-4	6
Cc1ccccc1OCC(=O)N/N=C/c1sc(=O)n(Cc2cccc(C(=O)O)c2)c1Cl	2.7	-25	1	-106	11	1	i	-5	-4
CCCCn1c(=O)[nH]c2nc3cc(N)ccc3nc2c1=O	1.2	-168	+	i	-71	-39	i	-4	-168
CCC1(c2ccccc2)C(=O)NCNC1=O	-1.2	-3	8	-2	-2	-6	i	-2	0
CS(=O)(=O)c1ccc(NC(=O)c2ccccc2-n2cnnn2)cc1	1.0	-5	2	4	-3	3	i	-8	0
O=C(COC(=O)CN1C(=O)c2ccccc2C1=O)Nc1ccccc1[N+](=O)[O-]	1.3	-2	-5	-3	2	1	i	2	-2
O=C(Nc1c2c(nn1-c1ccc(F)cc1)CS(=O)(=O)C2)c1ccc2c(c1)OCO2	-1.2	-3	-3	5	0	-3	i	-2	2
COc1cccc(CNC(=O)c2cc(S(=O)(=O)N3CCOCC3)cn2C)c1	0.6	-7	0	8	2	2	i	-8	14
NC(=O)CN1C(=O)C(=O)N(Cc2cccc(C(F)(F)F)c2)C1=O	0.5	-6	-2	5	-4	2	i	-2	2
CC1CN(S(=O)(=O)c2ccc(C(=O)N(C)C3CCCCC3)cc2)CC(C)O1 (centres undefined)	0.3	-7	1	6	0	3	i	-6	3
Cc1ccc(C(=O)OCC(=O)NC2CCS(=O)(=O)C2)c(C)c1 (centres undefined)	-0.9	-4	-11	6	2	1	i	-4	-3
Cn1c(CCCOc2ccc(Cl)cc2Cl)nnc1SCC(=O)Nc1nccs1	0.5	-7	-3	3	5	2	i	-2	11
COCC(=O)Nc1ccc(-c2cn3cccnc3n2)cc1	0.5	-7	6	9	-4	-8	i	-2	6
CCOC(=O)/C(C#N)=C/C=C1/C=CC=CN1C	0.5	0	-12	-23	-2	-7	i	-2	-11
C=CCN1C(=O)c2ccc(C(=O)N(C)CC(=O)Nc3ccc(OCC)c(OCC)c3)cc2C1=O	-1.1	-4	-1	11	-2	1	i	-5	-1
OCCOCCn1c2ccccc2c2ccccc21	1.6	-3	-9	-1	-5	0	i	-8	-2
Fc1ccc(NC(=S)Nc2ccc(F)c(Cl)c2)cc1Cl	x	43	-1	29	-3	1	i	-2	-7
Cc1cc(C(=O)CSc2nnc(Cc3ccccc3)o2)c(C)n1Cc1ccc2c(c1)OCO2	1.3	11	4	-38	0	-1	i	1	1
N#CCc1ccc(NC(=O)Cn2c(=O)oc3ccccc32)cc1	-0.3	-6	-1	-7	0	2	i	-6	0
O=C(OC1CCOC1=O)c1cc(S(=O)(=O)N2CCOCC2)c(Cl)cc1Cl (centres undefined)	-0.1	-3	-3	1	-1	-1	i	0	1
COC(=O)c1ccccc1NC(=O)Cn1c(CCC(=O)O)ccc1-c1cccs1	-0.9	-6	-3	1	2	-1	i	-2	-3
O=C(Cc1cccs1)NCc1ccccc1F	-0.2	-4	-8	1	0	-2	i	0	-5
O=C(NCC1CCN(Cc2ccccc2)CC1)[C@H]1O[C@@H](n2ccc(=O)[nH]c2=O)[C@H](O)[C@@H]1O	-0.3	-12	4	x	1	x	x	-2	0
COC(=O)[C@@]1(Cc2ccc(F)cc2)[C@H]2c3cc(C(=O)N4CCCC4)n(Cc4ccc(C)c(F)c4F)c3C[C@H]2CN1C(=O)c1ccccc1	0.4	31	-3	x	2	x	x	0	-25
COc1cc(NC(=O)CN2C(=O)NC(C)(c3ccc4ccccc4c3)C2=O)c(C)cc1[N+](=O)[O-] (centres undefined)	1.3	12	1	-5	-3	-5	i	-4	0
FC(F)(F)c1ccccc1Cc1c(-c2ccccc2)nc2ccc(Br)cn12	-0.2	3	6	12	5	-7	i	-8	2
COc1cccc(-n2nnc3c(=O)n(Cc4cccc(F)c4)cnc32)c1	-0.5	15	2	-10	5	3	i	-1	-4
Cc1cc(OCC(=O)OCC(=O)NC2CCCCCC2)ccc1Cl	1.4	-6	-10	9	-3	4	i	0	2
CCOc1ccc(CNC(=O)C2CCN(C(=O)N3CC(C)Oc4ccccc43)CC2)cc1 (centres undefined)	-0.5	-7	-3	-6	-1	0	i	-2	1
Cc1ccc(S(=O)(=O)NCc2ccccc2)cc1C(=O)NCC(=O)Nc1c(C)cccc1C	1.2	-4	11	-7	6	3	i	-1	5
O=C(NCc1ccccc1CN1CCCC1)c1cc2ccccc2o1	-1.4	-6	0	-6	-1	-1	i	-12	-4
O=C(Cn1cnc([N+](=O)[O-])c1)NCc1ccc(F)cc1	-0.2	-4	-3	-4	-4	-2	i	-4	4
O=C(NCc1cccs1)c1cc(S(=O)(=O)N2CCCCC2)ccc1Cl	-0.6	1	7	-1	1	-2	i	-13	3
Cc1cccc(OCc2nnc(SCC(=O)Nc3sc(C)c(C)c3C#N)n2C)c1	-0.1	-13	-5	13	-4	0	i	-4	3
CC12CCC(C(=O)CC1=O)C2(C)C (centres undefined)	0.5	-3	5	5	-6	-1	i	0	x
O=C(Nc1cccc(S(=O)(=O)N2CCCCCC2)c1)C1CC(=O)N(c2ccc3c(c2)OCCO3)C1 (centres undefined)	-0.4	1	22*	11	-3	2	i	-2	-4
COc1ccc(S(=O)(=O)NC(C)C(=O)Nc2ccccc2C(F)(F)F)cc1 (centres undefined)	-0.1	-6	-9	18	0	-1	i	-3	-6
OC1(c2ccccc2Cl)NN=C2CCCCCN21 (centres undefined)	1.7	-9	0	3	1	1	i	-9	-2
COCCCn1cc(CN2CC(N3CCN(Cc4cccc(C)c4)CC3)CS2(=O)=O)nn1 (centres undefined)	0.2	-9	-2	x	3	x	x	-3	3
COc1ccc(CN2CC(C(=O)NCc3ccc4c(c3)OCO4)CC2=O)cc1 (centres undefined)	0.9	-6	1	-5	-10	0	i	-2	4
COc1cccc(-n2c(=O)c3cc(OC)c(OC)cc3n(CC(=O)Nc3cc(C)[nH]n3)c2=O)c1	-0.1	-8	7	8	1	-3	i	-4	1
COCCNC(=O)CSc1ccccc1C(=O)NCC1CCCCC1	0.9	-5	-8	5	2	0	i	1	0
CC(C)NS(=O)(=O)c1ccc(CCC(=O)N2CCOCC2)cc1	1.2	-11	-6	2	4	3	i	-3	-3
C[C@@H]1CN([C@@H](C)CO)S(=O)(=O)c2ccc(Br)cc2O[C@@H]1CN(C)C(=O)c1ccncc1	-1.1	-7	1	4	-2	2	i	-5	1
CC(C)(C)c1ccc(Oc2ccc(NC(=O)C3CC=CCC3C(=O)O)cc2)cc1 (centres undefined)	0.3	-102	-11	8	8	-1	i	-4	-11
O=C(O)/C=C/C(=O)Nc1ccc(S(=O)(=O)Nc2nccs2)cc1	-0.1	0	9	-1	-4	2	i	-3	3

Additional records follow:
SMILES	MsrA inhibitor	FAS TE block	eLon inh	MLLE-PAM2 inh	CSN inh	Rin1 Abl inh	Rpn11 block	MsrA act	MT1-MMP act inh
COc1ccc(C(CCNCc2ccccc2F)c2ccc(F)cc2)cc1 (centres undefined)	-2.1	10	-6	-13	-10	-1	i	-10	-3
COc1ccc(C(=O)NCc2nnc(SCC(=O)N3CCCCCC3)o2)cc1OC	0.7	-13	-2	-5	0	2	i	-1	1
COc1ccc(CCN2CC(C(=O)N(C)C3CCOCC3)CCC2=O)cc1 (centres undefined)	1.6	-2	8	-4	1	3	i	-2	-4
Cc1ccc(C(=O)N/N=C\c2cccnc2)s1	1.6	-5	-8	-9	-2	-1	i	-2	-1
O=C(O)Cc1ccc2ocnc2c1	-0.6	-8	6	-8	-2	-2	i	-1	3
COc1ccc(N2CCN(C(=O)c3ccccc3)CC2)c([N+](=O)[O-])c1	0.8	2	6	3	-5	-9	i	-2	5
CCCC(=O)Nc1nnc(/C=C/c2ccccc2)s1	1.1	2	2	1	-2	-3	i	-9	0
CC(=O)CC(c1ccccc1)c1c(O)c2ccccc2oc1=O (centres undefined)	-0.1&0.8&1.8	-3&0&2	2&-12&-7	1&-3&-5	-5&0&0	0&-2&-2	i	-4&1&2	-2&1&-2
COC(=O)C1=C(C)N(C)C(=O)NC1c1cc2c(cc1Br)OCO2 (centres undefined)	-1.7	-1	-7	-15	-3	0	i	-4	1
CCCCc1ccc(S(=O)(=O)NNC(=S)NCc2ccco2)cc1	-0.6	-4	1	7	-8	-6	i	-4	-12

Structural class: those above with a thiophene ring, fused or not
SMILES	MsrA inhibitor	FAS TE block	eLon inh	MLLE-PAM2 inh	CSN inh	Rin1 Abl inh	Rpn11 block	MsrA act	MT1-MMP act inh
COC(=O)c1ccccc1NC(=O)Cn1c(CCC(=O)O)ccc1-c1cccs1	-0.9	-6	-3	1	2	-1	i	-2	-3
O=C(Cc1cccs1)NCc1ccccc1F	-0.2	-4	-8	1	0	-2	i	0	-5
O=C(NCc1cccs1)c1cc(S(=O)(=O)N2CCCCC2)ccc1Cl	-0.6	1	7	-1	1	-2	i	-13	3
Cc1cccc(OCc2nnc(SCC(=O)Nc3sc(C)c(C)c3C#N)n2C)c1	-0.1	-13	-5	13	-4	0	i	-4	3
Cc1ccc(C(=O)N/N=C\c2cccnc2)s1	1.6	-5	-8	-9	-2	-1	i	-2	-1

Compound activity from PubChem BioAssay.

Not a hit list. About 3.7% of those tested had a hit in this group.
